EP2 mod = EP2 receptor (human) modulation; EP2-expressing cells, cAMP HTRF FRET, PGE2 co-stimulation; hit rate 0.83% among 260,000; induction, % at 25 µM; AID 940; P43116;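 active means compounds whose cAMP rise, as percent of the full-agonist control response, exceeds 60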;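 further: rat C6 glioma line stably carrying human EP2 under a CMV promoter; the protocol text gives 20 µM as final concentration; 100% = response of wells given 1 µM PGE2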
S1P4 agonist = human S1P4 receptor agonism; O95977; S1P4-expressing cell line, agonist reporter assay; activation, % at 4.98 µM; hit rate 0.35% among 220,000; in the data active means activation above about 11%;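 further: 0% = DMSO vehicle and 100% = reference agonist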
NPY-Y1 antag = blocks the human neuropeptide Y Y1 receptor. HEK293-CNG Y1 cells, membrane potential fluorescence; NPY at EC95, then isoproterenol. P25929. inhibition, % at 3.6 µM. hit rate 1% among 200,000;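 active means inhibition above the campaign mean inhibition of all tested compounds plus 3 SD, cut at about 20% in these data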;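 further: 0% = DMSO wells given NPY plus isoproterenol and 100% = isoproterenol alone without NPY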
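Material: Y1- and CNG-channel-expressing HEK293 cells / Probe or stimulus: NPY 25 nM then isoproterenol 1 µM plus Ro 20-1724 25 µM / Doses: 3.6 µM single dose, DMSO 0.4% / Schedule: compound incubation 1 h at room temperature, readout 45 min post-stimulation / Signal: membrane potential fluorescence / Benchmarks: isoproterenol-only wells as full block versus NPY-plus-isoproterenol wells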
NPY-Y1 PAM-ag = potentiators or agonists of human neuropeptide Y receptor Y1; NPY-Y1 expressing cells, potentiator/agonist activation; activation, % at 3.6 µM; hit rate 0.37% among 220,000; in the data active means activation above about 33%, passing the limit was not always enough;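 further: cells stimulated with NPY at EC10 then isoproterenol at EC100; 0% = low agonist plus stimulus and 100% = saturating agonist plus stimulus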
TRPN1 ag = activates the zebrafish TRPN1 channel | activation, % at 3 µM | hit rate 0.18% among 220,000 | HEK293 zebrafish TRPN1-YFP, Fluo-8 calcium fluorescence; 100% = response to 87 µM carbachol | AID 1424;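 active means activation above its plate's cutoff, the mean activation of test wells on that plate plus 3 SD, cut at about 19% in these data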;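 further: 0% = DMSO alone and 100% = 87 µM carbachol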
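Material: zebrafish TRPN1-YFP in HEK293 cells; Doses: single test compound dose, 3 µM nominal, 0.3% DMSO; Timing: dye loading 1 h at 37 °C, then 30 min room temperature; Technique: intracellular calcium fluorescence with Fluo-8; Benchmarks: high carbachol 87 µM, low DMSO alone.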
TRPML3 ag = agonists of human TRPML3 channel; activation, % at 3 µM; AID 1448; hit rate 0.29% among 220,000; HEK293 TRPML3-YFP, Fluo-8 calcium fluorescence; 100% = the carbachol control signal; Q8TDD5;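 active means activation above its plate's cutoff, the mean activation of the plate's test wells plus 3 SD, cut at about 12% in these data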;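 further: 0% = DMSO only wells and 100% = carbachol wells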
Target sequence (Q8TDD5 whole entry, looked up): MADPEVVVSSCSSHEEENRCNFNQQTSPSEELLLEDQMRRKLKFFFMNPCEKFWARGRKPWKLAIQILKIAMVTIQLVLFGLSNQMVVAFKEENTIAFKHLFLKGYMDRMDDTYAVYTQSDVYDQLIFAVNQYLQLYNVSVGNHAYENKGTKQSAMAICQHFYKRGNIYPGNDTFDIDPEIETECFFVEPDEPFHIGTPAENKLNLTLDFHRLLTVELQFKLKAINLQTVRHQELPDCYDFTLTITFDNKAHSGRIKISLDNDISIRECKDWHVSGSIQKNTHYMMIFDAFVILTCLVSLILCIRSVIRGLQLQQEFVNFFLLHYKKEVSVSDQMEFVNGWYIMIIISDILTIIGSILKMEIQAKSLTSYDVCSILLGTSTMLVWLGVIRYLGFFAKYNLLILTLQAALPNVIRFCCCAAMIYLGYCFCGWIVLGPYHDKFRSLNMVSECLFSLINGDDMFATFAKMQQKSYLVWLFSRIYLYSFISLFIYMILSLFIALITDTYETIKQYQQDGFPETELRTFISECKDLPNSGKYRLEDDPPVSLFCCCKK
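Test system: HEK293 cells stably carrying human TRPML3-YFP; Doses: single dose, 3 µM final nominal compound, 0.3% DMSO final; Schedule: dye loading 1 h 37 °C then 30 min ambient, 125 s read; Technique: Fluo-8 calcium fluorescence; Benchmarks: high control carbachol 87 µM, low control DMSO.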
CHOP inh = inhibitors of CHOP induction in ER stress response; hit rate 3.8% among 220,000; inhibition, % at 10 µM; CHO-K1 CHOP-promoter luciferase, tunicamycin-induced, 15-18 h;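 active means compounds that reduced the stress-induced luciferase reporter signal by more than about 70% of percent inhibition, limit read from the data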;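 further: 0% = tunicamycin plus vehicle and 100% = wells without tunicamycin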
S1P4 antag = human S1P4 receptor antagonism; O95977; S1P4-expressing cells, antagonist mode, reporter read-out; inhibition, % at 4.98 µM; hit rate 0.26% among 220,000; AID 1510; in the data active means inhibition above about 29%;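 further: 0% = wells stimulated with agonist and 100% = vehicle wells without agonist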
NPY-Y2 PAM-ag = human NPY-Y2 potentiation or agonism, primary screen | P49146 | cells expressing NPY-Y2, potentiator/agonist read-out | activation, % at 3.6 µM | hit rate 0.45% among 220,000 | AID 1359; in the data active means activation above about 27%;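 further: cells stimulated with NPY near EC25 plus isoproterenol at EC100; 0% = vehicle plus submaximal agonist and 100% = vehicle plus saturating agonist; some results beyond the cut were filed as inactive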
Target sequence (P49146 whole entry, looked up): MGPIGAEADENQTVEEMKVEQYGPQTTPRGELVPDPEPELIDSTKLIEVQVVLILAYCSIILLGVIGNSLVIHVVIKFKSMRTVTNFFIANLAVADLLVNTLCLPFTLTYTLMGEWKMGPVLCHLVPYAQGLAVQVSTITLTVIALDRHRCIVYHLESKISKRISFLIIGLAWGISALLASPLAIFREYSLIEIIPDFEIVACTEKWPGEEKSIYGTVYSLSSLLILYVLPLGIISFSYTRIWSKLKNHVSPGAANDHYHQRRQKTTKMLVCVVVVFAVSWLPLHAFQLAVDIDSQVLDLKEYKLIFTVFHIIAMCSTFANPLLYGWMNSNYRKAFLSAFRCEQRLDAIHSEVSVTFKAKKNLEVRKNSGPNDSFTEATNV
Starred values were filed as active, the others as inactive; x = not tested or not shown; & = joins results of further samples. The order is random; 6.5% or so of the library scored in one or more.

mol	EP2 mod	S1P4 agonist	NPY-Y1 antag	NPY-Y1 PAM-ag	TRPN1 ag	TRPML3 ag	CHOP inh	S1P4 antag	NPY-Y2 PAM-ag
Fc1ccc(N2CN(Cc3cccnc3)CNC2=S)cc1	-13	-0.4	x	19	1.9	0.4	15	0	-4
Oc1c(N=NC(=S)Nc2ccccc2F)c2ccccc2n1Cc1ccccc1	21	0.1	4	-1	-0.9	0.1	8	-17	0
CCOc1ccc(N(CC)C(=O)COc2cc(=O)n(C)c3ccccc23)cc1	0	-0.3	2	0	-1.2	-0.2	20	-7	1
COC(=O)c1cc(NC(=O)c2cccc(C(F)(F)F)c2)c(=O)oc1C	7	2.6	0	-21	-0.1	1.0	33	-21	3
COc1cc(NC(=O)Cc2ccc(F)cc2)cc(OC)c1OC	-10	1.9	10	4	2.6	1.4	12	-9	3
C/C(=N\NC(=O)Cn1ccc(C(F)(F)F)n1)c1ccc(N2CCOCC2)cc1	-20	0.4	x	-1	0.8	-0.1	-12	-78	3
COc1ccc(C2CC(c3ccccc3)=NN2C(=O)COC(=O)c2ccc(Cl)nc2)cc1 (stereo not given)	26	-0.6	11	-6	0.0	0.5	-15	-19	-3
Cc1nc2scc(-c3cccs3)c2c(=O)n1-n1cccc1	34	1.4	7	-4	-1.5	-1.3	20	-2	1
CCN(C(=S)Nc1ccc(OC(F)F)cc1)C1CCCCC1	-50	-0.7	-4	3	0.0	-0.7	-5	21	16
COc1ccc(NC(=O)CSc2nc(N)c(C(=O)Nc3ccc(N(C)C)cc3)s2)cc1	-20	1.5	-8	-8	0.9	2.4	31	-11	13
CCOc1ccc2c(=O)c(Oc3ccccc3)c(C)oc2c1	-2	-0.4	0	25	-0.3	-1.0	76*	-3	-5
O=C(CSc1nnc(Nc2ccccc2F)s1)Nc1cccc(S(=O)(=O)N2CCCCC2)c1	10	1.1	0	15	0.2	-0.3	12	-19	-6
CC1(C)CC(=O)/C(=N/Nc2ccc(Cl)cc2)CO1	-47	1.2	x	16	1.7	1.3	11	-22	18
CCC(=O)Nc1ccc(NC(=O)c2c(C)nc3ccccn23)cc1	9	0.0	0	-13	-0.5	-0.2	1	12	-18
Cc1ccc(OS(=O)(=O)c2ccc(-c3csc(C)n3)s2)c(C)c1	-41	-1.7	x	-75	1.8	0.0	22	11	-48
CCOC(=O)CN1C2=NCCCN2c2ccccc21	-7	1.4	-3	8	0.6	-0.9	-7	9	15
COc1cc(NC(=O)C2CCN(S(=O)(=O)c3ccc(Cl)cc3)CC2)ccc1-n1cnnn1	-47	-0.5	-1	21	3.3	0.8	10	-17	21
Cc1ccc(C2C=C(c3ccc4c(c3)OCO4)Nc3ncnn32)cc1 (stereo not given)	-36	1.2	2	-16	-0.6	-0.1	-12	-15	-9
COc1cccc(-c2nnn(CC(C)=O)n2)c1	22	-0.6	-4	-11	0.9	1.0	-7	-8	-9
O=C(O)C1C(C(=O)O)C1(c1ccccc1)c1ccccc1 (stereo not given)	16	-0.3	x	7	0.5	0.3	10	-2	-20
Cc1ccc(C(=O)CCC(=O)O)cc1	-7	0.8	9	4	1.2	0.9	-7	-6	-7
O=C(CSc1nc2ccccc2o1)N/N=C/c1ccc(O)c(O)c1	-4	1.9	x	9	0.9	0.8	-10	-4	9
CCN(CC)CCCNC(=O)Cn1cnc2sc(C)c(S(=O)(=O)N3CCN(c4ncccn4)CC3)c2c1=O	-32	-2.9	2	3	-1.1	0.1	-2	4	-4
CC1=NNC(=O)C1CCC(=O)N/N=C(\C)c1ccccc1 (stereo not given)	10	-2.1	-3	15	1.1	-0.8	-6	9	2
COCCN(C(=O)CN1CCc2ccccc2C1)c1c(N)n(Cc2ccccc2)c(=O)[nH]c1=O	25	1.9	4	-19	1.0	0.4	1	5	-5
COc1ccc(/C=C2\SC(=S)N(CCCC(=O)Nc3ccccn3)C2=O)cc1OC	-26	0.3	-6	9	1.5	0.5	61	-3	7
Nc1nc(CN2CCCCCC2)nc(Nc2ccccc2)n1	1	-1.6	-1	-12	-1.0	0.3	-20	-2	-2
CS(=O)Cc1cc(Oc2ccccc2)nc(-c2ccncc2)n1 (stereo not given)	6	-0.3	-1	7	0.8	0.3	4	-11	2
O=c1oc2ccccc2c(NCCc2ccccc2)c1[N+](=O)[O-]	-44	-0.7	4	-10	-1.7	0.0	31	0	8
Cc1c(NC(=O)c2noc(C(C)C)c2[N+](=O)[O-])c(=O)n(-c2ccccc2)n1C	-2	-1.4	1	-13	1.6	0.1	-7	-7	-17
CC(C)c1ccc(OCC(=O)NC(Cc2c[nH]c3ccccc23)C(=O)O)cc1 (stereo not given)	-67	0.2	7	-20	0.7	1.1	10	-8	9
O=C(c1ccccc1)[C@H]1[C@H](c2ccccc2)[C@@]2(N=C(c3ccccc3)OC2=O)C2c3ccccc3C=NN21 (stereo not given in full)	14	-0.1	6	-4	-1.0	-0.9	-18	1	-4
CC(NC(=O)CCNC(=O)c1ccccc1Cl)C1CC2CCC1C2 (stereo not given)	-7	-1.4	-1	-27	0.5	0.1	21	-6	-5
Cc1ccc(Cn2c(CN3CCOCC3)nc3c2c(=O)n(C)c(=O)n3C)cc1	13	0.4	-4	-12	0.8	0.9	3	-11	-2
COCCNC(=O)CC(NS(=O)(=O)c1ccc(NC(C)=O)cc1)C(C)C (stereo not given)	-3	0.8	6	-3	0.6	1.0	-3	-15	16
CCOC(=O)c1c(NC(=S)Nc2ccccc2C)sc2c1CCC2	22	0.6	1	-26	-1.0	0.0	34	-2	0
O=C(CSC(=S)N1CCCCC1)c1ccccc1	-47	0.0	0	0	-0.6	0.6	17	-4	-2
O=C(OC1CCCCC1)c1ccc2c(c1)C1C=CCC1C(C(=O)O)N2 (stereo not given)	8	-0.4	-5	0	1.2	0.6	-14	-14	2
CCn1ccnc1CN(C)C(=O)CC1C(=O)NCCN1Cc1c(F)cccc1Cl (stereo not given)	14	-0.9	-2	-7	0.2	0.4	10	-2	2
CCOC(=O)C1(CCc2ccccc2)CCN(C(=O)c2cnc(C)cn2)CC1	4	0.7	7	-13	-0.2	0.7	-34	-3	-2
O=c1[nH]cnc2scc(-c3cccs3)c12	-1	-1.2	1	-36	-0.6	0.0	7	-10	-14
CCCc1cc(=O)oc2cc(C)cc(OCc3nn[nH]n3)c12	48	-2.4	5	3	0.4	-0.3	-7	-1	-5
Cc1nn(-c2cc(C(F)(F)F)ccc2Cl)c2nc(C(Cl)(Cl)Cl)[nH]c(=O)c12	21	0.3	x	21	0.1	0.1	9	5	23
CCc1cccc(NC(=O)Cn2ncn3c(cc4ccccc43)c2=O)c1	-53	-0.2	-2	-12	-0.1	0.0	13	-18	2
c1ccc2c(NCC3CCCO3)nc(-c3ccncc3)nc2c1 (stereo not given)	12	1.5	-5	-5	1.1	0.2	7	-19	7
CCC(C)(C)n1nnnc1C(c1cc2cc3c(cc2[nH]c1=O)OCO3)N1CCCCC1 (stereo not given)	19&0	0.0	-1	4	0.8	0.9	10	3	-9
CCN(CC)C(=O)CN1CCC(n2c(C)nc3cc(C(F)(F)F)ccc32)CC1	-1	-1.1	-2	-1	0.7	0.1	18	7	5
COc1ccc2c(c1)CC/C(=C\c1ccc(OC)c(Cn3nc(C)cc3C)c1)C2=O	28	-1.2	11	-7	1.6	1.3	67	11	-10
COc1ccc(/C=C2/N=C(c3cccs3)OC2=O)cc1OC(C)C	36	1.8	-3	1	-0.1	0.7	62	15	9
COc1ccc(NC(=O)CSCc2ccc(C)cc2)cc1	-25	0.0	1	-6	-0.3	-0.6	13	-12	-10
CCc1ccccc1Nc1nc(N)nc(CSCC(=O)c2cc(C)n(C)c2C)n1	-2	0.5	1	8	0.7	-0.8	17	-4	-12
O=C(O)c1ccc(Cl)c(S(=O)(=O)Nc2ccccc2N2CCOCC2)c1	11	2.2	-2	-6	-0.9	0.8	-23	-19	-1
CCOc1ccc(S(=O)(=O)NCCC(=O)N2CCN(c3ccc(OC)cc3)CC2)cc1	-28	-1.0	2	-20	0.1	0.7	12	15	-10
Cc1ccc(NC(=O)c2ccc(F)cc2)nc1	1	2.0	-2	7	0.5	0.1	-1	2	0
CN(C)S(=O)(=O)N1CCN(C(=O)c2ccccc2Cl)CC1	-21	0.1	5	2	0.8	0.2	-11	-7	5
O=C(Cn1nnc(-c2ccccc2)n1)NCc1ccc2c(c1)OCO2	5	0.1	9	-14	-0.3	-0.3	64	-9	-8
COc1ccc(N2C(=O)C3C4C=CC(C4)C3C2=O)c([N+](=O)[O-])c1 (stereo not given)	-11	-0.6	-4	9	0.3	1.6	10	-8	5
COc1ccccc1CC(=O)N1CCCC1	24	-1.9	4	-21	1.0	0.5	-18	-13	-1

Bioassay records from PubChem.
